# ROMK primary: modulators of human ROMK potassium channel; B-score at 10 µM; P48048; actives 2% (n = 130,000); Tet-inducible ROMK, thallium flux fluorescence; actives lie on both sides;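 active = signal ratio slope over the read window, or its plate-corrected B-score, at least 3 SD from the plate mean, either direction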;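 note: B-score of the F/F0 ratio slope over 7 to 12 s after thallium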
# Target sequence (P48048 whole entry, looked up): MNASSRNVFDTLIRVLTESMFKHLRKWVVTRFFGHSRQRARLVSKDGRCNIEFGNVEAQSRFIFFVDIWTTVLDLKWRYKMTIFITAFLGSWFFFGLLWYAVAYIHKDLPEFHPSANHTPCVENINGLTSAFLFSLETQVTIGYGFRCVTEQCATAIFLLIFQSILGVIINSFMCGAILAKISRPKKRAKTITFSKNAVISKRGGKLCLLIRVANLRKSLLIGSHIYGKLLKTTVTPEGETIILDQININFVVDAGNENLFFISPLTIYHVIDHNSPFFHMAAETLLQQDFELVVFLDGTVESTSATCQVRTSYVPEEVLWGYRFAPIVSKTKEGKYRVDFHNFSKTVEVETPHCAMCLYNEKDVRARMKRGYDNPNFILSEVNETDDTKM
# STAT1 act: activators of IFN-gamma induced STAT1 signaling. NIH 3T3 STAT1-luciferase reporter, luminescence; 100% = IFN-gamma alone, no compound. activation (% of control), % at 5.5 µM. actives 2.6% (n = 200,000);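 active = activation above the screen-wide mean activation plus 3 SD, cut at about 130% in these data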;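 note: raw ratio to IFN-gamma control signal so 100% means no change and 0% no light; values of inactives mirror those of a sister screen read the other way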
# APP 5'UTR act: activates APP 5'UTR luciferase reporter; SH-SY5Y APP 5'UTR luciferase reporter, luminescence; zero percent = DMSO vehicle wells; activation, % at 2 µM; actives 1% (n = 190,000); AID 1276;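 active = activation above a set limit, based on mean plus 3 SD of controls, cut at about 140% in these data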; note: values of inactives mirror those of a sister screen read the other way
# NF-kB expr up: NF-kB expression increase, human neuronal cells | NF-kB reporter expression; stronger effect = higher value | fold change at 12.5 µM | AID 1239 | actives 1.6% (n = 190,000); in the data active = fold change above about 3.3
# FLuc inhib CS: counter-screen for luciferase assay inhibitors: firefly luciferase inhibition; P08659; ATPLite firefly luciferase biochemical luminescence, 10 min; inhibition, % at 10 µM; actives 1.5% (n = 200,000); AID 1006;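 active = inhibition above about 50% when tested at 10 µM, limit read from the data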
# Target sequence (P08659 whole entry, looked up): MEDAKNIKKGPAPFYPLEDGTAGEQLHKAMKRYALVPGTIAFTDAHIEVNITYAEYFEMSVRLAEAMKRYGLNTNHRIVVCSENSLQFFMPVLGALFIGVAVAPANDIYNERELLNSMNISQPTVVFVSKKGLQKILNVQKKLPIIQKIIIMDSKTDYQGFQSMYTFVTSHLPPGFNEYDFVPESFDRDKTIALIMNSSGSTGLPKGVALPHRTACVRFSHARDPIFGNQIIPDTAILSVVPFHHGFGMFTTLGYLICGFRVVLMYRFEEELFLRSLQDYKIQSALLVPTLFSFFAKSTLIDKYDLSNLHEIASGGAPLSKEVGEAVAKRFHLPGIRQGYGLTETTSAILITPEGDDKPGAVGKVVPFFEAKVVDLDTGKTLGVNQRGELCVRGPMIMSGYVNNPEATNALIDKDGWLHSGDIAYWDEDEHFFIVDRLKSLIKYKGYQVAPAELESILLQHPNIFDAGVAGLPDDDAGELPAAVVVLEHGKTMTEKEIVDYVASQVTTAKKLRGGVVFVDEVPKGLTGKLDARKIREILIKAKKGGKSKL
# APP 5UTR inh: APP translation inhibition. SH-SY5Y APP 5'UTR-luciferase reporter, luminescence. inhibition, % at 2 µM. actives 0.82% (n = 190,000);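 active = inhibition above a set limit, derived from the sample mean plus 3 SD, cut at about 45% in these data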; note: values of inactives mirror those of a sister screen read the other way
# STAT3 act: increases IL-6 driven STAT3 reporter signal | U3A cells, IL-6 STAT3-luciferase reporter, luminescence; 100% = signal with IL-6 EC80 alone | activation (% of control), % at 5.6 µM | actives 0.91% (n = 190,000) | AID 871;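 active = activation above the screen-wide mean of compound activation plus 3 SD, cut at about 130% in these data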;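 note: 0% = background luminescence of wells with medium and substrate only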
#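 Test system: Human STAT1-deficient U3A cells with stable STAT3-luciferase reporter | Also added: Interleukin-6, 33 ng/mL | Timing: Compound pre-incubation 1 h before IL-6, then 6 h stimulation at 37 °C | Technique: Luciferase reporter luminescence | Read-out: Percent of IL-6-only median luminescence | Benchmarks: IL-6-only wells as 100% reference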
# STAT3 blocker: reduces IL-6 driven STAT3 reporter signal; actives 0.89% (n = 190,000); inhibition, % at 5.5 µM; AID 862; U3A cells, IL-6 STAT3-luciferase reporter, luminescence; host cell line lacks STAT1;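 active = inhibition above the mean inhibition across all screened compounds plus 3 SD, cut at about 44% in these data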;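 note: 0% = DMSO only wells and 100% = 100 µM nifuroxazide control wells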
# FLuc act counter: firefly luciferase counter-screen for stimulation assays. AID 1027. ATPlite luciferase biochemical, luminescence, 10 min; 0 = ATP-free wells, 1 = DMSO control. P08659. 200,000 tested, under 10 active. activation factor at 10 µM;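 active = luciferase activation factor, scaled between plate controls, of at least 2 with compound at 10 µM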
#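 System: luciferase plus luciferin reagent, cell-free; medium: PBS as buffer for the ATP substrate; dosing: test compounds dosed from 2 mM stocks in 100% DMSO; timing: 10 min post-reagent at room temperature; measured by: luminescence measurement of luciferase light output; evaluation: luciferase activation, seen as luminescence increase over controls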
# STAT1 inh: STAT1 signaling inhibition; NIH 3T3 STAT1-luciferase reporter, IFN-gamma, luminescence; inhibition, % at 5.5 µM; actives 0.35% (n = 200,000); AID 920;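 active = inhibition above a set limit, the mean inhibition across all tested compounds plus 3 SD, cut at about 34% in these data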;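 note: 0% = IFN-gamma with DMSO and 100% = IFN-gamma with 300 µM nifuroxazide; values of inactives mirror those of a sister screen read the other way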
# An asterisk follows results filed as active; . = not tested or not shown.
cpd	structure	ROMK primary	STAT1 act	APP 5'UTR act	NF-kB expr up	FLuc inhib CS	APP 5UTR inh	STAT3 act	STAT3 blocker	FLuc act counter	STAT1 inh
1	O=C1CC(c2ccccc2)CC(O)=C1C=Nc1cccc(Cl)c1 (configuration not stated)	0.655	114.0	19.5	1.11	5.2	-19.5	103.2	-3.4	0.9	-15.7
2	O=C(Cn1c(C(F)(F)F)nc2ccccc21)Nc1ccccc1N1CCOCC1	-0.247	100.3	8.7	0.94	-6.1	-8.7	100.4	3.1	1.1	-0.3
3	O=c1c2c3c(sc2nc2n1CCCCC2)C(O)CCC3 (configuration not stated)	0.209	121.7	23.2	0.98	-1.9	-23.2	108.3	-7.4	1	-25.6
4	CCOc1ccc2nc(NCCCNS(=O)(=O)c3ccccc3)c(C#N)cc2c1	0.537	103.4	2.8	1.1	-7.0	-2.8	96.1	11.0	1.1	-3.7
5	COc1ccc(CCN(C(=O)COc2ccccc2)c2nc(-c3ccccc3)cs2)cc1OC	.	93.4	-1.9	0.56	-2.5	1.9	94.5	10.7	1	7.2
6	O=C(Nc1ccc(Br)cn1)c1ccc2nccnc2c1	.	149.1*	20.6	.	.	-20.6	95.0	8.6	.	-53.2
7	Cc1cc(OCC(=O)Nc2ccc(N3CCN(C(=O)c4ccco4)CC3)cc2)cc(C)c1Cl	.	99.8	-14.5	0.88	-4.7	14.5	82.8	27.0	1	5.3
8	Cc1ccc(C2NC(=O)CCC2[N+](=O)[O-])cc1 (configuration not stated)	0.188	106.6	-22.1	1.22	-1.8	22.1	105.8	-6.5	1	-6.3
9	CCOc1ccc(NC(=O)CSc2nnc(C3CC3)n2C)cc1	-0.0442	104.4	24.4	1.38	1.9	-24.4	89.4	17.2	1	-5.0
10	Cc1ccccc1CN(c1ccc(C(=O)NCC2CCCO2)cc1)S(C)(=O)=O (configuration not stated)	-0.662	93.5	2.9	1.05	-6.2	-2.9	97.9	1.0	1.1	7.0
11	NS(=O)(=O)c1ccc(CCNC(=O)c2ccc3ccccc3n2)cc1	-1.29	113.0	50.6	1.06	3.1	-50.6	117.3	-20.5	1	-17.0
12	CC(=O)N(Cc1ccccc1)c1ccc(C(=O)O)cc1	.	94.8	17.2	0.87	-8.8	-17.2	107.9	-6.1	1.1	5.7
13	COC(=O)CSc1nc2ccccc2c(=O)n1C	0.178	94.1	-2.3	1.13	-1.3	2.3	89.8	14.3	1	6.5
14	CC1CCCC(C)N1/N=C/c1ccc(C#N)cc1 (configuration not stated)	-0.544	109.4	-3.7	1.21	-1.5	3.7	101.0	2.8	1	-10.4
15	O=C1CCc2cc(S(=O)(=O)N3CCN(c4cccc(C(F)(F)F)c4)CC3)ccc2N1	.	93.5	-6.3	0.98	-2.1	6.3	80.7	27.0	1	7.2
16	Cn1c(=N)c(S(=O)(=O)c2ccc(F)cc2)cc2c(=O)n3ccccc3nc21	0.824	97.8	7.3	0.67	-12.9	-7.3	101.2	5.0	1.1	2.4
17	Cc1ccc(NC(=O)c2ccccc2Br)cc1S(=O)(=O)N(C)C	0.746	102.9	-1.7	1.59	-1.6	1.7	94.6	8.8	1	-3.3
18	O=C(CNc1ccc2ccccc2c1)N/N=C/c1ccc(OC(=O)/C=C/c2ccco2)cc1	0.974	117.4	-9.9	1.12	-6.7	9.9	123.2	-22.3	1.1	-19.2
19	CCOC(=O)C1CCN(C(=O)Nc2ccc3nc(-c4ccco4)c(-c4ccco4)nc3c2)CC1	.	95.0	-7.3	0.94	1.6	7.3	106.4	-3.8	1	7.8
20	COc1ccnc(NCc2ccc(Cl)cc2)c1C#N	.	110.0	2.0	1.43	-1.7	-2.0	99.2	6.7	1	-11.1
21	Cc1occc1C(=O)N1CCN(c2ccccc2)CC1	-0.00116	108.0	-2.1	1.21	-8.5	2.1	79.4	27.4	1.1	-9.0
22	CCOC(=O)c1cc(C)sc1/N=C/C1C(=O)CCCC1=O	0.0256	113.6	-13.8	0.94	-2.7	13.8	99.8	1.1	1	-15.2
23	O=[N+]([O-])c1ccc(-c2nc(NCc3ccccc3)c3ccccc3n2)cc1	.	103.1	-9.9	1.29	3.1	9.9	94.8	5.5	1	-3.4
24	Cc1ccc(-n2nc(C)c3c2OC(N)=C(C#N)C3c2ccc(C)o2)cc1 (configuration not stated)	0.22	98.8	-1.8	0.9	34.5	1.8	126.0	-28.7	0.7	-7.7
25	CC1CCCCC1n1c(=S)[nH]c2ccccc2c1=O (configuration not stated)	.	96.6	6.4	0.94	-1.6	-6.4	105.5	-3.2	1	3.7

# Quoted at random: six compounds from above
cpd	structure	ROMK primary	STAT1 act	APP 5'UTR act	NF-kB expr up	FLuc inhib CS	APP 5UTR inh	STAT3 act	STAT3 blocker	FLuc act counter	STAT1 inh
22	CCOC(=O)c1cc(C)sc1/N=C/C1C(=O)CCCC1=O	0.0256	113.6	-13.8	0.94	-2.7	13.8	99.8	1.1	1	-15.2
23	O=[N+]([O-])c1ccc(-c2nc(NCc3ccccc3)c3ccccc3n2)cc1	.	103.1	-9.9	1.29	3.1	9.9	94.8	5.5	1	-3.4
25	CC1CCCCC1n1c(=S)[nH]c2ccccc2c1=O (configuration not stated)	.	96.6	6.4	0.94	-1.6	-6.4	105.5	-3.2	1	3.7
18	O=C(CNc1ccc2ccccc2c1)N/N=C/c1ccc(OC(=O)/C=C/c2ccco2)cc1	0.974	117.4	-9.9	1.12	-6.7	9.9	123.2	-22.3	1.1	-19.2
5	COc1ccc(CCN(C(=O)COc2ccccc2)c2nc(-c3ccccc3)cs2)cc1OC	.	93.4	-1.9	0.56	-2.5	1.9	94.5	10.7	1	7.2
12	CC(=O)N(Cc1ccccc1)c1ccc(C(=O)O)cc1	.	94.8	17.2	0.87	-8.8	-17.2	107.9	-6.1	1.1	5.7

# Next section:
cpd	structure	ROMK primary	STAT1 act	APP 5'UTR act	NF-kB expr up	FLuc inhib CS	APP 5UTR inh	STAT3 act	STAT3 blocker	FLuc act counter	STAT1 inh
26	CCOc1ccc(-c2nnc3n2N=C(c2ccc(OC)cc2)CS3)cc1	0.585	98.7	3.8	1.1	0.6	-3.8	108.5	-5.1	1	1.4
27	CC1=CC(c2ccccc2)=Nc2ccc(C)cc2N1	.	164.7*	181.9*	5.39*	44.6	-181.8	76.1	31.0	0.6	-73.6
28	CCNC(=S)N/N=C(\C)c1ccc(N2CCOCC2)cc1	1.27	107.1	-5.5	1.29	-3.1	5.5	88.0	17.5	1	-8.0
29	c1ccc(CN2CCN(Cc3cn4cccnc4n3)CC2)cc1	-1.15	96.7	12.6	0.96	-1.7	-12.6	103.4	-2.5	1	2.5
30	NC(=S)N/N=C/c1ccc(-c2ccc([N+](=O)[O-])cc2)o1	-0.387	125.7	-9.3	1.1	3.3	9.3	108.2	-8.8	1	-31.1
31	COCC(=O)N/N=C(\C)CC(=O)NCc1ccco1	-0.215	104.1	-10.6	1.06	-5.0	10.6	105.4	0.4	1.1	-6.7
32	Cc1ccc(NC(=O)c2ccc(Cl)c(N3C(=O)C=CC3=O)c2)cc1	.	99.8	44.4	2.61	8.5	-44.4	99.1	12.3	0.9	0.3
33	CCOC(=O)C1=C(C)Nc2nc(C)nn2C1c1ccc(OCC)c(OC)c1 (configuration not stated)	.	98.7	11.2	1.3	-0.3	-11.2	.	.	1	0.1
34	CC(C)c1ccc(OCc2nc(-c3ccccn3)no2)c(Br)c1	.	137.5*	181.7*	5.41*	35.6	-181.7	93.4	17.3	0.6	-41.2
35	CCOc1ccc(-c2nc(C)c(C(C)=O)n2O)cc1	0.293	107.0	16.9	2.23	63.5*	-16.9	114.5	-21.0	0.4	-7.5
36	O=c1ncn(-c2ccc(F)cc2)c2ncccc12	1.07	95.2	0.9	1.07	-7.9	-0.9	103.4	-0.5	1.1	5.2
37	Clc1ccc(C2NCCc3sccc32)cc1 (configuration not stated)	-1.49	99.5	16.3	0.91	-4.7	-16.3	103.0	-1.8	1	0.4
38	Cc1ccc(NC(=O)CSc2nnc(Cc3cccn3C)n2-c2ccc(F)cc2)cc1	.	102.8	-2.0	0.96	-3.3	2.0	96.9	8.9	1	-3.1
39	COc1ccc(N2C(=O)CC(C#N)=C2N)cc1	1.83	93.3	-6.2	1.16	-8.2	6.3	97.2	8.2	1.1	8.7
40	COC(=O)C(Cc1cncn1COCc1ccccc1)NC(=O)OC(C)(C)C (configuration not stated)	1.47	93.2	-10.7	1.17	-0.9	10.7	94.7	8.1	1	7.4
41	COc1ccc(-n2cnnc2SCC(=O)Nc2nc(C)c(Cl)cc2Cl)cc1	-0.459	102.3	1.6	0.84	-6.8	-1.6	96.9	8.1	1.1	-2.5
42	CCn1c(SCC(=O)NCCc2ccc(Cl)cc2)nnc1-c1cccs1	-0.489	98.5	-5.4	0.95	-3.1	5.4	103.9	-1.8	1	1.6
43	COCCNCC(O)CON=C1c2ccccc2-c2ccccc21 (configuration not stated)	0.0935	102.9	8.7	0.63	-6.5	-8.7	101.4	9.0	1.1	-5.0
44	COc1ccc(NC(=O)c2ccc(COCC(F)(F)C(F)F)cc2)cc1	.	111.5	14.5	1.3	9.9	-14.5	95.9	9.7	0.9	-12.7
45	O=Cc1cn(CC(=O)N2CCOCC2)c2ccccc12	.	96.8	-11.0	1.39	-2.3	11.0	110.2	-10.8	1	3.5
46	O=C(N/N=C/C=C/c1ccccc1)c1cnccn1	-0.848	104.7	-6.7	1.06	3.4	6.7	98.2	9.4	1	-5.1
47	Cc1ccccc1Cn1nc(C)c(NC(=O)C2c3ccccc3Oc3ccccc32)c1C	.	107.0	4.7	1.33	-10.6	-4.7	103.1	-3.7	1.1	-7.8
48	CCN(CC)CCCN1C(=O)C(=O)/C(=C(/O)c2cc(C)ccc2C)C1c1cccnc1 (configuration not stated)	0.0483	101.2	6.5	1.33	-6.4	-6.5	97.7	6.5	1.1	-1.3
49	O=[N+]([O-])c1ccc(/C=N/N2CCN(c3ccncc3S(=O)(=O)N3CCCCC3)CC2)cc1	-0.233	110.9	-6.8	0.92	-8.8	6.8	101.6	2.9	1.1	-12.3
50	O=C(C1=NN(c2ccccc2)C2C(=O)N(c3ccc(Cl)cc3)C(=O)C12)c1ccccc1 (configuration not stated)	.	107.3	7.5	1.08	-1.5	-7.5	100.4	1.8	1	-8.1
51	O=C(Nc1cc(Sc2ccccn2)cc([N+](=O)[O-])c1)c1ccc([N+](=O)[O-])cc1	.	87.1	13.5	0.81	-8.0	-13.5	90.1	19.4	1.1	8.8
52	CC1CCCCC12NC(=O)N(CC(=O)Nc1ccc(N3CCOCC3)cc1)C2=O (configuration not stated)	.	104.6	6.2	1.14	-4.5	-6.2	98.2	1.5	1	-5.0

# Compound activity as filed in PubChem BioAssay.
